From PubChem BioAssay
FBA Mtb inh: Mtb FBA enzyme inhibitors, primary screen, biochemical, fluorescence, strain H37Rv. purified M. tuberculosis FBA, fluorescence read-out. actives 2.3% (n = 360,000). AID 588726, 2011. inhibition, % at 1 µM; in the data active = inhibition above about 27%;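 also: 0% = vehicle and 100% = reference inhibitor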
Target sequence (P9WQA3 whole entry, looked up): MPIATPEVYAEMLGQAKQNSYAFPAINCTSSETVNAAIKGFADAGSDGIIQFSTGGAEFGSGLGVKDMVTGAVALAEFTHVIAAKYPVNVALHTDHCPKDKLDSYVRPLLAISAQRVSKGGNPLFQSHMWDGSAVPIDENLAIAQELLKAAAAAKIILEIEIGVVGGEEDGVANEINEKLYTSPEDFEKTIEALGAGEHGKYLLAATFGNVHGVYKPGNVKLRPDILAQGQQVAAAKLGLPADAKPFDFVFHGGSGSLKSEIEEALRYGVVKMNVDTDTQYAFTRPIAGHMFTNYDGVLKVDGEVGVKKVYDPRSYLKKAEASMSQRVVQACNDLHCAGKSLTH
MazEF act: activators of E. coli MazEF toxin-antitoxin RNase, primary screen, biochemical, fluorescence, uHTS; activation, % at 20 µM; Endoribonuclease toxin MazF (Escherichia coli (strain K12)), P0AE70; FAM/BHQ RNA-DNA oligo cleavage fluorescence, 5 h; AID 504720, 2011; actives 0.32% (n = 350,000); in the data active = activation above about 50%
Target sequence (P0AE70 whole entry, looked up): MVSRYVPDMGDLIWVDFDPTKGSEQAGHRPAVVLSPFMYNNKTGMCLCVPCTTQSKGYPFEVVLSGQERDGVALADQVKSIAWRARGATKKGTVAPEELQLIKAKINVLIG
UGM FP inh: M. tuberculosis UGM enzyme inhibitors, primary screen, biochemical, fluorescence polarization, single point; UDP-galactopyranose mutase (Mycobacterium tuberculosis (strain ATCC 25618 / H37Rv)), …; purified UGM, fluorescence polarization probe displacement; inhibition, % at 10 µM; actives 0.06% (n = 320,000); in the data active = inhibition above about 10%, passing the limit was not always enough; inconclusive = no clear call, values can overlap the other calls
Target sequence (P9WIQ1 whole entry, looked up): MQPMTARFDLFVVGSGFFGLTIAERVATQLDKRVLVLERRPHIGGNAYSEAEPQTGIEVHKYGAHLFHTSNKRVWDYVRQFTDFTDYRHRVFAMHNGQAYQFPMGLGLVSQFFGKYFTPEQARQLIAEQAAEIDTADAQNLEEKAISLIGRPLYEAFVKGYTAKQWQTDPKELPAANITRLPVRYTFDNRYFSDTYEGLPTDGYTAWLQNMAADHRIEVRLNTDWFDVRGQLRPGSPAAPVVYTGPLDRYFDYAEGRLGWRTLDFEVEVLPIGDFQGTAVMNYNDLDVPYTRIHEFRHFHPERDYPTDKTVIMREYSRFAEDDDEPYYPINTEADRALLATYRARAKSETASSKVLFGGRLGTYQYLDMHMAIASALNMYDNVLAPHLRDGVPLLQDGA
FadD28 binding: inhibitors of FadD28 bisubstrate probe binding, primary screen, biochemical, fluorescence polarization, single point. inhibition, % at 12.5 µM. actives 0.22% (n = 360,000). AID 588549, 2011. Mycobacterium tuberculosis FadD28 fatty-acid-AMP ligase; in the data active = inhibition above about 8.5%, passing the limit was not always enough; inconclusive = no clear call, values can overlap the other calls
BoNT-F LC inh: BoNT/F light chain protease inhibitors, primary screen, biochemical, flow cytometry, MLPCN library | Botulinum neurotoxin type F light chain protease (Clostridium botulinum) | Multiplex microsphere protease cleavage assay | inhibition, % at 10 µM | actives 0.22% (n = 360,000); in the data active = inhibition above about 35%, passing the limit was not always enough; inconclusive = no clear call, values can overlap the other calls; also: plate controls were buffer without enzyme for full effect and enzyme alone for no effect
PrPC surface inh: inhibitors of human cell surface prion protein PrPC, primary screen, cell-based, TR-FRET; Major prion protein (Homo sapiens), P04156; TR-FRET read-out; inhibition, % at 13.8 µM; actives 0.43% (n = 370,000); AID 720596, 2013; in the data active = inhibition above about 24%; also: 0% = median of the test wells and 100% = reference compound wells
Rv3671c protease: Rv3671c serine protease inhibitors, primary screen, biochemical, fluorescence polarization, M. tuberculosis H37Rv; P9WHR9; AID 2606, 2010; inhibition, % at 5.96 µM; actives 0.048% (n = 320,000); in the data active = inhibition above about 38%;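 also: extracellular domain of Rv3671c used as enzyme; 0% = enzyme with DMSO and 100% = no enzyme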
BioA inh: M. tuberculosis BioA enzyme inhibitors, primary screen, biochemical, plate reader, single point, HTS | 7,8-diaminopelargonic acid synthase BioA (Mycobacterium tuberculosis) | purified M. tuberculosis BioA enzyme | inhibition, % at 9.99 µM | actives 0.096% (n = 360,000) | AID 602481, 2012; in the data active = inhibition above about 40%; inconclusive = no clear call, values can overlap the other calls
GDH-TPI counter: GDH-TPI coupling enzyme inhibitors, primary screen, artefact control for M. tuberculosis FBA inhibitor project, biochemical, absorbance, full deck | actives 1.2% (n = 360,000) | GDH-TPI coupled enzyme counterscreen, NADH absorbance | inhibition, % at 4.8 µM; in the data active = inhibition above about 30%;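 also: 0% = DMSO wells and 100% = wells lacking the enzyme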
Starred values were filed as active, the others as inactive; ? = inconclusive; . = no result given.

Order of values: FBA Mtb inh | MazEF act | UGM FP inh | FadD28 binding | BoNT-F LC inh | PrPC surface inh | Rv3671c protease | BioA inh | GDH-TPI counter
Cn1cccc1CC(=O)NNC(=S)NC(=O)c1ccccc1Br
    -0.3 | -1.9 | 0.0 | -0.2 | -3.6 | -2.1 | -4.0 | -0.6 | 1.2
Cc1ccc(Oc2ccc(OCC(=O)NC(C)C(=O)O)cc2)cc1 (stereo not given)
    -2.0 | 2.1 | -0.3 | -4.0 | 8.2 | -3.0 | -2.2 | -0.1 | 5.7
Cc1ccnc(NC(=O)c2cccc(NC(=O)Cc3ccccc3)c2)c1
    -1.9 | -1.8 | 0.2 | -0.1 | -7.6 | 8.0 | -2.4 | . | 8.3
Cn1c(Cn2c(=O)sc3ccccc32)nnc1SCc1ccc(F)cc1
    1.4 | 5.1 | 1.2 | -0.6 | -0.8 | -7.0 | 6.2 | -1.6 | 5.0
COc1ccc(Cl)cc1S(=O)(=O)N1CCN(CC(=O)C(C)(C)C)CC1
    -9.3 | 3.9 | 0.6 | -1.2 | -0.8 | -0.7 | -8.8 | 1.3 | -3.8
Cc1ccc(C(=O)CN(C(=O)c2ccc(Cl)cc2)N2C(=O)CCC2=O)cc1
    0.7 | -13.8 | 2.4 | 0.8 | -3.8 | 0.1 | -1.0 | -0.4 | 0.6
C=CCNc1cccc(Br)c1
    0.9 | 9.1 | 1.7 | -3.1 | -9.0 | -2.1 | -6.4 | -1.0 | -4.3
O=S(=O)(NCc1cccnc1)c1cccn1-c1ncc(C(F)(F)F)cc1Cl
    -0.8 | 9.1 | 6.0 | 1.2 | -4.5 | 4.3 | -4.1 | . | 3.5
CC(=O)Nc1nc2ccc(C(=O)NCCOC(=O)C3CCCCC3)cc2s1
    -0.9 | -3.4 | 1.4 | -5.6 | 0.3 | 7.7 | 1.8 | -0.8 | -0.9
Cc1onc(-c2ccccc2)c1CNS(=O)(=O)c1cccc(Br)c1
    -1.4 | 6.8 | 0.1 | -3.9 | ? | -0.7 | 1.3 | . | 8.8
Clc1ccc(/C=C/c2nc(Cl)c(-c3ccc(Cl)cc3)c(Cl)n2)cc1
    -0.8 | -12.1 | -3.7 | -1.5 | ? | 4.7 | 6.7 | -1.3 | 2.6
COc1ccc(CNS(=O)(=O)NCc2ccc(OC)c(OC)c2)cc1OC
    1.0 | -8.6 | 0.1 | -2.9 | -1.2 | 8.7 | 0.0 | . | -1.9
Cc1ccc2nc(-c3ccc4c(c3)OCCO4)cn2c1
    62.4* | 5.6 | 0.5 | -1.6 | . | 12.7 | -5.8 | 1.4 | 13.1
CCOc1ccc(-n2cc(C(=O)Nc3cccc(Cl)c3)c3cc(OC)c(OC)cc3c2=O)cc1
    1.0 | -9.5 | 0.7 | -2.9 | 5.2 | -0.2 | -42.7 | 0.1 | -0.9
CC1CN(C(=O)CSc2nc(-c3ccccc3)cs2)CC(C)O1 (stereo not given)
    3.7 | -12.1 | -1.4 | 0.1 | -3.7 | 6.4 | 8.3 | -3.2 | 7.4
CC(=O)Nc1ccccc1C(=O)C(=O)Nc1cccc(C(=O)N2CC(C)CC(C)C2)c1 (stereo not given)
    -3.1 | 3.3 | -0.1 | -3.6 | -0.6 | 8.1 | -5.6 | . | -3.1
COc1ccc(-c2cn3ccc4ccccc4c3n2)cc1
    44.0* | 6.9 | 2.3 | -1.4 | -4.0 | 6.6 | -6.4 | -0.9 | 13.3
CCOc1ccc(S(=O)(=O)N(CC(=O)NC2CCCCC2C)Cc2ccco2)cc1 (stereo not given)
    -2.3 | -2.0 | . | -0.9 | 3.7 | -0.8 | 9.0 | -2.0 | 9.9
O=S1(=O)C=C(Sc2nc3cc(Cl)ccc3o2)c2ccccc21
    1.7 | 19.6 | 0.9 | -2.2 | -21.9 | . | -21.1 | -2.8 | 7.2
CN(C)/C=C1\N=C(c2cccnc2Oc2ccc(Cl)cc2)OC1=O
    1.3 | 8.6 | -3.4 | -3.9 | 2.4 | 1.8 | -0.8 | 3.7 | 32.4*
COc1ccc(C(=O)OCC(=O)Nc2c(C)n(C)n(-c3ccccc3)c2=O)cc1
    1.5 | -2.7 | 0.4 | -2.5 | 4.2 | 6.2 | 15.4 | -0.3 | -2.5
Cc1cc(C)nc(OC(C(=O)O)C(OCCc2ccccc2)(c2ccccc2)c2ccccc2)n1 (stereo not given)
    0.0 | -3.4 | -0.5 | -1.2 | ? | 4.3 | 0.5 | -0.6 | 11.2
COC(=O)c1c(NC(=O)CCCC(=O)O)sc2c1CCC2
    5.8 | -1.7 | 1.5 | -1.7 | 0.7 | -2.7 | -4.3 | -0.4 | 17.8
O=C(COC(=O)[C@@H]1CCCN1C(=O)c1cccs1)Nc1ccc(Br)cc1
    1.6 | 0.4 | -2.2 | -1.5 | -12.0 | -0.4 | -3.0 | 0.2 | 7.0
COc1ccc(Oc2coc3cc(OC(=O)c4cncc(Br)c4)ccc3c2=O)cc1
    9.5 | -1.7 | -3.2 | 1.2 | -17.7 | 0.1 | 1.7 | -0.3 | 13.0
COc1ccc(C(=O)Nc2nc(N)n(-c3ccccc3)n2)cc1
    -2.1 | -0.2 | 2.6 | -4.5 | -1.2 | 3.3 | 3.7 | . | -3.2
O=c1[nH]c(C2CCN(S(=O)(=O)c3ccc(C(F)(F)F)cc3)CC2)nc2c1nnn2Cc1cccc(F)c1
    3.3 | -9.1 | -2.3 | -0.5 | -4.8 | -4.4 | -7.8 | -2.8 | 5.9
Cc1ccc(NC(=O)CSc2nc(C)c(Cc3ccccc3)c(=O)[nH]2)cc1C
    -1.5 | 0.1 | -0.3 | -0.8 | -8.8 | 1.5 | -0.4 | . | -9.2
CCNc1sc(C(=O)c2cccs2)c(N)c1-c1nc2ccccc2s1
    0.0 | 6.1 | -0.1 | -0.8 | -19.5 | -11.9 | 9.6 | -3.7 | 9.5
COc1ccc(Cc2nnc(SCC(=O)Nc3ncc(C)s3)o2)cc1
    0.5 | 6.2 | 1.0 | -1.9 | -3.0 | 4.0 | 1.0 | -1.1 | -9.2
CCC(C)NC(=O)c1ccccc1C(=O)NC(C)CC (stereo not given)
    0.4 | -4.3 | 0.5 | 0.8 | -6.4 | -0.3 | -0.1 | . | 2.1
Cc1cc2c(C)cc(=O)[nH]c2cc1NC(=O)CCl
    9.8 | -0.5 | 3.4 | -1.8 | -5.5 | -3.2 | -0.3 | . | 27.3
CN(C)S(=O)(=O)c1cccc(COC(=O)c2cnccn2)c1
    -8.0 | -4.4 | 1.8 | -4.9 | -3.9 | 2.3 | -1.6 | -1.0 | -2.7
Nc1ccc(S(N)(=O)=O)cc1
    -3.1 | . | 2.3 | -3.1 | -12.1 | -1.8 | -1.0 | 0.1 | 1.4
Cc1ccc(/C=N/NC(=O)c2ccc(NC(=O)c3ccccc3Cl)cc2)o1
    -5.8 | 11.3 | -0.5 | -5.8 | -2.0 | 3.4 | -1.3 | -0.5 | 49.1*
COc1cc(S(=O)(=O)N2CCC(O)(c3cccc(C(F)(F)F)c3)CC2)ccc1-n1cnnn1
    -1.7 | -6.8 | -1.7 | -2.4 | 2.2 | 3.9 | -4.9 | -1.1 | 2.8
Nc1ncc(S(=O)(=O)c2ccc([N+](=O)[O-])cc2)s1
    -1.6 | 7.0 | . | -1.5 | 1.6 | -13.2 | . | -0.5 | 11.1
OC(c1cccnc1)c1nc(-c2ccc3c(c2)OCO3)cs1 (stereo not given)
    -0.4 | . | . | -0.6 | 5.0 | 4.7 | . | 2.5 | 2.7
Clc1ccc(OCc2nn3c(C4CCCCC4)nnc3s2)cc1
    4.2 | 0.1 | -1.6 | 0.0 | 1.5 | 4.4 | -3.0 | 7.1 | 8.7
O=C(NNC(=S)NC(=O)c1ccc(Br)cc1)c1cccc([N+](=O)[O-])c1
    -0.9 | 3.0 | 1.2 | -3.6 | -16.3 | -6.3 | 2.2 | 0.3 | -1.4
O=C(Nc1c(F)cc(F)cc1Br)c1cccnc1
    1.0 | 4.6 | 0.8 | -1.6 | -2.2 | 4.2 | 1.9 | . | -3.8
CC(C)(Oc1ccc(F)cc1)C(=O)OCC(=O)c1ccc(S(C)(=O)=O)cc1
    0.9 | 19.7 | -0.8 | -0.4 | . | -0.2 | 7.3 | -0.6 | 1.9
CCOC(=O)/C(C#N)=C/c1cn(CCC(=O)O)nc1-c1ccccc1
    -2.4 | -3.6 | 0.3 | -1.2 | -4.2 | -8.2 | -5.6 | -0.6 | 25.8
Nc1ccc(C(=O)N2CCN(S(=O)(=O)/C=C/c3ccccc3)CC2)cc1[N+](=O)[O-]
    -4.1 | 1.2 | 5.6 | -1.2 | -1.5 | -11.6 | 2.1 | 7.9 | -5.3
CCN(CC)S(=O)(=O)c1ccc(OC)c(N)c1
    -2.5 | 3.9 | 2.1 | -1.5 | -4.6 | -3.6 | -0.6 | -2.0 | -6.0
COc1ccc(N2C(=O)C3CCCN3C2c2cccc(OC)c2OC)cc1 (stereo not given)
    -0.8 | 7.2 | -0.3 | -1.9 | -1.6 | 6.2 | -4.1 | -1.0 | -9.9
O=C(NCC(=O)N1CCN(C(c2ccccc2)c2ccccc2)CC1)c1ccc(Br)o1
    -0.7 | -13.4 | 0.1 | -1.4 | -5.4 | -3.1 | -2.7 | -0.9 | -2.8
CC(C)(C)OC(=O)N/N=C\c1ccc[nH]1
    -1.2 | 1.9 | -2.0 | -1.7 | -1.4 | 1.3 | -6.2 | . | -2.2
CC12CCC3C(CCC4C/C(=N/O)CCC43C)C1CCC2O (stereo not given)
    0.1 | 0.6 | -0.1 | -4.0 | -2.0 | -2.9 | -18.7 | . | -4.4
O=C(NCCc1ccccc1F)C1CC(=O)N(c2ccccc2)C1 (stereo not given)
    3.2 | 2.4 | -0.6 | -1.2 | -1.2 | 6.7 | 0.2 | 0.5 | 5.6
Nc1c(C(=O)Nc2ccc(F)cc2)nnn1-c1cccc(C(F)(F)F)c1
    2.0 | 5.7 | -2.8 | -1.0 | 0.3 | 2.9 | -1.4 | -1.2 | 3.8
COc1ccc(C(=O)CSc2nnc(CNC(=O)c3ccc(OC)c(OC)c3)n2C)cc1
    -2.5 | 2.5 | 5.6 | 1.3 | 5.8 | -2.4 | 3.2 | . | 17.9

Five entries out of the list, arranged by molar mass, falling.
Order of values: FBA Mtb inh | MazEF act | UGM FP inh | FadD28 binding | BoNT-F LC inh | PrPC surface inh | Rv3671c protease | BioA inh | GDH-TPI counter
O=C(NCC(=O)N1CCN(C(c2ccccc2)c2ccccc2)CC1)c1ccc(Br)o1
    -0.7 | -13.4 | 0.1 | -1.4 | -5.4 | -3.1 | -2.7 | -0.9 | -2.8
Nc1ccc(C(=O)N2CCN(S(=O)(=O)/C=C/c3ccccc3)CC2)cc1[N+](=O)[O-]
    -4.1 | 1.2 | 5.6 | -1.2 | -1.5 | -11.6 | 2.1 | 7.9 | -5.3
COc1ccc(N2C(=O)C3CCCN3C2c2cccc(OC)c2OC)cc1 (stereo not given)
    -0.8 | 7.2 | -0.3 | -1.9 | -1.6 | 6.2 | -4.1 | -1.0 | -9.9
O=C(NCCc1ccccc1F)C1CC(=O)N(c2ccccc2)C1 (stereo not given)
    3.2 | 2.4 | -0.6 | -1.2 | -1.2 | 6.7 | 0.2 | 0.5 | 5.6
CC(C)(C)OC(=O)N/N=C\c1ccc[nH]1
    -1.2 | 1.9 | -2.0 | -1.7 | -1.4 | 1.3 | -6.2 | . | -2.2
